Bioassay records deposited in PubChem BioAssay by several laboratories.
Runt-CBFb FRET = inhibitors of human RUNX1 Runt domain binding to CBFb; Q01196+Q13951; Cerulean-Runt/Venus-CBFb FRET ratio 530/480, 1 h; inhibition, % at 20 µM; 220,000 tested, 0.46% active;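 active means inhibition over about 50% at 20 µM in the single-dose screen, limit read from the data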;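 further: 0% = DMSO wells and 100% = excess unlabeled CBFb competitor control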
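Measured by: fluorescence energy transfer, 422 nm excitation, 530/480 nm emission; Assay system: Cerulean-Runt domain; Medium: Tris pH 7.5 buffer with BSA; Measure: loss of energy transfer signal; Controls: 5 µM unlabeled CBFb as full-inhibition high control; Incubation: protein complex preformed 1 h, compound exposure 1 h, room temperature, dark.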
FXIIa inh 1536 = blocks human coagulation factor XIIa protease activity | P00748 | purified FXIIa, Boc-QGR-AMC fluorogenic substrate, 2 h | inhibition, % at 5 µM | 220,000 tested, 0.3% active; in the data active means inhibition above about 40%;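 further: 0% = enzyme with no compound and 100% = blank without enzyme; many of its hits are not listed in these tables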
Target sequence (P00748 20-372 limits assumed): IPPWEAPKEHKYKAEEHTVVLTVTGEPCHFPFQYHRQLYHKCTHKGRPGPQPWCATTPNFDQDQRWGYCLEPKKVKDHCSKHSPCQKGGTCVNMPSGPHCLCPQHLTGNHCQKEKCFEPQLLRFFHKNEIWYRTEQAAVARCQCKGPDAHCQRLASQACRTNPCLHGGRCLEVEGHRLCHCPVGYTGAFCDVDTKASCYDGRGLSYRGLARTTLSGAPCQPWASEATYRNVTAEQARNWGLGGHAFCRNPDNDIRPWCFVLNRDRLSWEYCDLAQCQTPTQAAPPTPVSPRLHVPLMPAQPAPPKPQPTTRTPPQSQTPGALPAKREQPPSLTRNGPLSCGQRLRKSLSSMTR
Target sequence (P00748 373-615 limits assumed): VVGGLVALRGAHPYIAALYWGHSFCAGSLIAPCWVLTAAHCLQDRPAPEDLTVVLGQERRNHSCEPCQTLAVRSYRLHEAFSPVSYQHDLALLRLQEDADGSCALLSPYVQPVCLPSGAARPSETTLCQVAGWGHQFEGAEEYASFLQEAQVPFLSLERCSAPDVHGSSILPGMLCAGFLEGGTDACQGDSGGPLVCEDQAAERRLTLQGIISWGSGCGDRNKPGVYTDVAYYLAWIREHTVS
Runt-SMMHC FRET = blocks binding of human RUNX1 Runt domain to CBFb-SMMHC; Q01196+Q13951; inhibition, % at 20 µM; 220,000 tested, 0.74% active; Cerulean-Runt/Venus-CBFb-SMMHC FRET ratio 530/480, 1 h;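 active means mean inhibition across duplicate retests at 20 µM reaching about 50%, limit read from the data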;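 further: 0% = DMSO wells and 100% = wells with excess untagged CBFb-SMMHC; inhibitors lower the FRET ratio by blocking Runt binding to CBFb-SMMHC; some results filed as inactive read as strong as hits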
KLK5 inh = blocks human kallikrein 5 protease activity; inhibition, % at 5 µM; Q9Y337; 210,000 tested, 0.59% active; recombinant hK5, fluorogenic AMC substrate cleavage; AID 873;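 active means inhibition of 40% or more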;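 further: 0% = enzyme controls without compound and 100% = no-enzyme blanks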
Target sequence (Q9Y337 67-293 limits assumed): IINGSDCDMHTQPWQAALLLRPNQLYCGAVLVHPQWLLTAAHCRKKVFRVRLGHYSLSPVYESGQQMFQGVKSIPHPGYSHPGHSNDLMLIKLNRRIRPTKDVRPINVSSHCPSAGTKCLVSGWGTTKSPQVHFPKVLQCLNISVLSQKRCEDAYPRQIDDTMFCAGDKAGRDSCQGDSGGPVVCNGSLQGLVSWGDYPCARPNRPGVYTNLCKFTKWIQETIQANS
Thrombin inh = inhibitors of human thrombin. P00734. alpha-thrombin, Boc-VPR-AMC fluorogenic substrate cleavage. inhibition, % at 5 µM. 220,000 tested, 0.26% active. AID 1046;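 active means inhibition at or above 40%; inactive means inhibition below 40%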;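 further: 0% = enzyme with no compound and 100% = wells without enzyme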
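Material: human alpha-thrombin protein. Incubation: reaction at ambient temperature. Technique: fluorescence of released AMC, ex 355 nm, em 460 nm. Control set: no-compound enzyme wells and no-enzyme blanks. Also added: Boc-VPR-AMC substrate, 15 µM final. Buffer or medium: pH 7.5 Tris (50 mM) with NaCl 150 mM, Tween 20 0.05%.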
Wee1 degr inh = blocks degradation of human Wee1 kinase | P30291 | reporter increase, % at 5 µM | AID 1321 | HeLa Luc-Wee1K328M stability, luciferase luminescence; 100% = proteasome inhibitor MG132 effect | 220,000 tested, 1.2% active;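 active means activation above the mean of all tested compounds plus 3 SD, set per screening run, cut at about 8.8% in these data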;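 further: cells exposed to compound for 20 h before luminescence read; 0% = DMSO alone and 100% = MG132 at 30 µM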
Hck-Nef inh = blocks Nef-activated human Hck kinase. P08631. Recombinant Hck-YEEI plus Nef, Z-Lyte FRET kinase assay. inhibition, % at 20 µM. 220,000 tested, 0.68% active. AID 463187;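 active means Hck-Nef kinase inhibition above about 50%, limit read from the data; inactive means inhibition below that limit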;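 further: 0% = DMSO with Hck plus Nef and 100% = Hck alone without Nef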
14-3-3 Bad PPI = disrupts binding of bovine 14-3-3 zeta to phospho-Bad peptide; 220,000 tested, 0.71% active; inhibition, % at 21.7 µM; TR-FRET 14-3-3zeta/Dy647-pBad peptide displacement, 1 h;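 active means inhibition above about 70%, limit read from the data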;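 further: 0% = full 14-3-3 plus peptide FRET controls and 100% = background without 14-3-3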
FXIa inh = blocks human coagulation factor XIa protease activity. P03951. purified FXIa, Boc-Glu-Ala-Arg-AMC fluorogenic substrate. inhibition, % at 5 µM. 220,000 tested, 0.14% active;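 active means inhibition of at least 40%; inactive means inhibition below 40%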;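 further: fluorescence of freed AMC excited at 355 nm; 0% = enzyme without compound and 100% = no enzyme blank; many of its hits are not listed in these tables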
* hit, by the source's call; . = not tested or not shown; [ ] = remark or other dose.

SMILES	Runt-CBFb FRET	FXIIa inh 1536	Runt-SMMHC FRET	KLK5 inh	Thrombin inh	Wee1 degr inh	Hck-Nef inh	14-3-3 Bad PPI	FXIa inh
C#CCOc1ccc(Br)cc1/C=N/O	0	9	-4	-4	0	-3	0	5	-4
Cc1ccc(S(=O)(=O)N2CCC[C@H]2C(=O)OC(C)C(=O)Nc2ncc(Cl)cc2Cl)cc1 (some centres undefined)	-2	16	1	3	4	0	2	-7	3
COc1ccccc1NC(=O)CSc1ncn[nH]1	-2	16	-6	-13	3	-5	1	-10[fluorescence artefact?]	7
Cc1ccc(OCCCCn2ccnc2)c([N+](=O)[O-])c1	2	9	-4	10	-1	-3	20	29	-3
Cc1cccc(C2CC(c3ccc(Br)cc3)Nc3nc(N)nn32)c1 (centres undefined)	0	-8	-4	3	-1	-2	4	3	0
CCCn1nc(C(=O)N2CC(=O)Nc3ccccc32)c2ccccc2c1=O	.	3	.	1	0	0	4	-5[fluorescence artefact?]	-5
O=C(Nc1ccc2cn[nH]c2c1)c1ccc(Cl)c(S(=O)(=O)N2CCOCC2)c1	-2	5	0	-13	-15	-1	0	-4	-5
O=C1CC(/C=C/c2ccncc2)=Nc2ccccc2N1	1	8	0	1	1	4	32	-18	-6
COc1ccc(-c2ccc(SCc3cccnc3)nn2)cc1OC	-1	5	3	-1	-6	2	23	-1	4
COc1ccc(-c2nnn(CC(=O)N(CCCO)C(C(=O)NC3CCCC3)c3ccncc3)n2)cc1 (centres undefined)	-3	22	2	24	25	-2	19	-4	25
O=C(CC(NC(=O)OCc1ccccc1)C(=O)O)OCc1ccccc1 (centres undefined)	1	12	3	4	1	6	-1	-15	3
COc1ccc(C(c2c(C)[nH]n(-c3ccccc3)c2=O)c2c(C)[nH]n(-c3ccccc3)c2=O)cc1OC	25	12	16	-15	1	-3	0	2	-3
COc1n[nH]c2nncnc12	0	16	-5	2	-2	0	1	6	-2
Cc1ccc(Nc2c3c(nc4ncnn24)CCC3)cc1	3	-6	1	-17	-12	2	-19	-1[fluorescence artefact?]	-8
COc1ccc(S(=O)(=O)Nc2nc(C(F)(F)F)cs2)cc1	-3	10	3	-12	-1	-2	-1	26	5
O=C(c1ccc(S(=O)(=O)c2ccccc2Cl)c([N+](=O)[O-])c1)N1CCN(Cc2ccccc2)CC1	-2	5	-2	-17	-7	-1	1	-6[fluorescence artefact?]	4
Cc1cc(C)c(C#N)c(Sc2ccc(N)cc2)n1	1	18	2	5	-6	1	2	-11	9
CN1CCN(C(=O)c2cc(-c3ccccc3)on2)CC1	1	-10	-2	2	-3	-1	4	7	0
CCCC(=O)c1c(C)c2ccccc2n1C	-1	9	1	-7	3	-1	1	-11	4
COC(=O)CSc1nc2cc(C)cc(C)c2cc1C#N	-7	12	-32	9	-4	2	2	7	7
c1ccc2c(-c3nnc4n3CCCCC4)cc(-c3ccncc3)nc2c1	1	13	-3	20	45*	1	-2	9	3
CCCCc1ccc(NC(=O)c2ccc(N(C)S(C)(=O)=O)cc2)cc1	2	10	-3	6	1	2	21	2	4
CC(C)C(NS(=O)(=O)c1ccc2c(c1)oc(=O)n2C)C(=O)N1CCN(Cc2ccccc2)CC1 (centres undefined)	-6	-1	4	-5	-9	-1	2	-1	-12
CC(C)NS(=O)(=O)c1ccc(NC(=O)Cc2cccs2)cc1	0	4	3	-4	-11	1	3	1[fluorescence artefact?]	5
COc1ccc(CCNC(=O)c2ccc(CN3CCC(Cc4ccccc4)CC3)cc2)cc1OC	-2	11	2	-8	-6	-3	8	12	6
CCOc1cc(/C=C(/C#N)c2ccc(Cl)cc2)cc(Cl)c1OCC(=O)O	-2	7	1	.	3	-2	11	-2	1
CCN(CC)CCN(CC(=O)N(C1CCCCC1)C1CCCCC1)C(=O)c1cccnc1	0	11	1	9	-3	2	27	35	0
N#C/C(=C/c1ccc(N2CCOCC2)o1)C(=O)NC1CCCCC1	12	11	12	14	-4	1	9	-25	5
NC(=O)Nc1n[nH]c(-c2ccccc2)n1	-1	10	1	-6	-1	2	27	-2	8
O=C(Nc1cccc(Cl)c1)Nc1cccc(C(=O)O)c1	0	7	0	2	-3	-2	19	1	2
Cc1ccc(-c2ccc(/C=C3/NC(=O)NC3=O)o2)cc1[N+](=O)[O-]	22	21	8	4	10	-3	15	90*[fluorescence artefact?]	8
Cc1ccc(CSC2=Nc3ccccc3C3=NC(=O)CN23)cc1	-11	6	92	-2	-2	-3	19	-17	-1
Cc1cc(N2CCCC2)ccc1/C=C1\NC(=S)N(C)C1=O	-19	14	-78	.	7	0	-76	-12	1
CCOc1ccc(OCC)c(Nc2cc(C)nc3ncnn23)c1	0	6	-1	0	-5	5	-8	3	-2
CCOC(=O)N1N=C(c2ccc(OC)cc2)CC1(O)C(F)(F)F (centres undefined)	1	-2	2	-2	-14	-2	13	5	-6
CCOc1cc2[nH]c(=S)n(CC3CCCN3CC)c(=O)c2cc1OCC (centres undefined)	1	13	6	3	6	0	-7	6	4
O=C(CSC1=NCCS1)Nc1nc(-c2ccccc2)cs1	2	28	-25	-5	2	-1	0	6	11
Cc1nc(N)sc1N=Nc1c(C)n(C)n(-c2ccccc2)c1=O	1	12	-9	16	-1	2	22	1	2
CCOc1ccc(NC(=O)CSc2nnc(Cc3cccn3C)n2-c2ccc(F)cc2)cc1	-3	7	1	-7	0	-3	-6	5	-2
O=c1[nH]c(SCCOc2ccccc2)nc2ccccc12	0	10	1	0	-4	2	-4	.	-1

Part of the list above in order of formula weight, falling:
SMILES	Runt-CBFb FRET	FXIIa inh 1536	Runt-SMMHC FRET	KLK5 inh	Thrombin inh	Wee1 degr inh	Hck-Nef inh	14-3-3 Bad PPI	FXIa inh
CCN(CC)CCN(CC(=O)N(C1CCCCC1)C1CCCCC1)C(=O)c1cccnc1	0	11	1	9	-3	2	27	35	0
CCOc1cc2[nH]c(=S)n(CC3CCCN3CC)c(=O)c2cc1OCC (centres undefined)	1	13	6	3	6	0	-7	6	4
CCOC(=O)N1N=C(c2ccc(OC)cc2)CC1(O)C(F)(F)F (centres undefined)	1	-2	2	-2	-14	-2	13	5	-6

Pulled by compound from above, four records:
SMILES	Runt-CBFb FRET	FXIIa inh 1536	Runt-SMMHC FRET	KLK5 inh	Thrombin inh	Wee1 degr inh	Hck-Nef inh	14-3-3 Bad PPI	FXIa inh
O=c1[nH]c(SCCOc2ccccc2)nc2ccccc12	0	10	1	0	-4	2	-4	.	-1
Cc1cccc(C2CC(c3ccc(Br)cc3)Nc3nc(N)nn32)c1 (centres undefined)	0	-8	-4	3	-1	-2	4	3	0
COc1ccc(S(=O)(=O)Nc2nc(C(F)(F)F)cs2)cc1	-3	10	3	-12	-1	-2	-1	26	5
O=C(Nc1cccc(Cl)c1)Nc1cccc(C(=O)O)c1	0	7	0	2	-3	-2	19	1	2

(more compounds)
SMILES	Runt-CBFb FRET	FXIIa inh 1536	Runt-SMMHC FRET	KLK5 inh	Thrombin inh	Wee1 degr inh	Hck-Nef inh	14-3-3 Bad PPI	FXIa inh
CC(C#CCN1CCCCC1)OCCOCc1ccccc1 (centres undefined)	-6	19	-3	-18	5	-2	0	20[fluorescence artefact?]	6
CCn1c(=Nc2ccc(N3CCOCC3)cc2)ccc2ccccc21	6	3	3	-3	-4	0	0	-17	3
Cc1ccc(Sc2cnn(-c3ccccc3)c(=O)c2Cl)cc1	-2	6	2	8	1	4	0	-29[fluorescence artefact?]	0
COc1ccc(-c2cc(N3CCCC3)n3ncnc3n2)cc1	-2	-5	0	-25	-9	1	0	6[fluorescence artefact?]	-7
CS(=O)(=O)N1CCN(c2ccccc2NC(=O)c2cccs2)CC1	2	10	3	-7	-1	0	6	3	-2
OCC1(Cc2ccc(Cl)cc2)CCN(Cc2ccc3nsnc3c2)CC1	1	7	4	-2	-1	-3	18	-16	-3
COc1ccc(Cl)cc1NC(=S)NCCO	1	30	-1	15	8	-2	-11	4	19
COc1cc(/C=N/NC(=O)c2cc(-c3ccc4c(c3)OCO4)n[nH]2)ccc1O	4	17	-9	-6	1	-2	3	2	28
COC(=O)Cc1ccc(NC(=S)N2CCN(c3ccc(F)cc3)CC2)cc1	2	33	1	72*	53*	1	-1	-9	-4
CNC(=S)N(Cc1ccc(OC)cc1)Cc1cc2cccc(C)c2[nH]c1=O	-1	12	-2	6	-9	-1	20	-8	3
CCn1c(CNc2ccccc2Cl)nnc1SCC(=O)NCc1ccccc1	-1	11	4	-2	-2	-4	0	1[fluorescence artefact?]	-5
CC(=O)Oc1ccc(N(c2ccccc2)S(=O)(=O)c2ccc(C)cc2)cc1	-29	4	-2	2	-8	1	24	-5	3
Cc1ccc(C(=O)NC(c2ccccc2)C(Cl)Cl)cc1 (centres undefined)	-1	12	-2	-10	-7	2	4	-16[fluorescence artefact?]	4
COc1ccccc1C1Nc2cccc3cccc(c23)N1	-35	2	-206	-25	-12	-1	3	-25	3
COC(=O)c1cc(S(=O)(=O)N2CCOCC2)ccc1Sc1ccccc1N	0	-4	-4	-4	-24	-1	-1	-5	-1
CC(/C=N/Nc1nc(C)cc(=O)[nH]1)=C\c1ccccc1	0	6	2	1	-6	-2	25	-2	3
CC(C)(C)NC(=O)Cn1c(SCC(=O)NC2CCCCC2)nc2ccccc21	-3	6	4	-22	-2	-3	-1	5[fluorescence artefact?]	-22
COc1ccc(C(=O)N/N=C/c2ccc(OC)c(CN3CCc4cc(OC)c(OC)cc4C3C)c2)cc1 (centres undefined)	-2	3	-2	.	-3	-2	15	0	-4
